TRb-SRC2 inh: disrupts binding of human TR beta to SRC2; P10828; TRbeta-SRC2 peptide binding, fluorescence polarization; receptor liganded with 1 µM T3; Potency, µM (top dose mostly 106 µM), inactives show at the top dose activity change, negative = inhibition, most hits filed as inhibitors; 0.065% of 280,000 active;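 note: plate controls were bound peptide for no effect and peptide without receptor for full effect; nearly all actives have a fitted effect of over 50% in size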
Target sequence (P10828 whole entry, looked up): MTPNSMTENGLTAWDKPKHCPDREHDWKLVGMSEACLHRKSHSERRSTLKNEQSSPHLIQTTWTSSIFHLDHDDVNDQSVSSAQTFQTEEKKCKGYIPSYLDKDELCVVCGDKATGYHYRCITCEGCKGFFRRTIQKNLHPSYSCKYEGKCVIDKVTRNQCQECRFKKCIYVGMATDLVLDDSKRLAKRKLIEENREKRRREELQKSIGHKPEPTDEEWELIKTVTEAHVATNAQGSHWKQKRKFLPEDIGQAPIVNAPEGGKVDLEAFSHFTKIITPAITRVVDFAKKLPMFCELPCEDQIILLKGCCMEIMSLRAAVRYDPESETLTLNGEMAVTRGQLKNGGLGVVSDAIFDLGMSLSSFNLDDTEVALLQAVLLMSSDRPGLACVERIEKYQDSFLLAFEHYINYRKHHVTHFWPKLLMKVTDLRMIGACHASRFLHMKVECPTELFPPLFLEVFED
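Compounds were added to 0.6 uM TRb ligand-binding domain and 20 nM Texas Red-labeled SRC2 peptide in Tris buffer containing 1 uM T3, incubated 5 hr at ambient temperature, then read by fluorescence polarization.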
TR SRC2 fluor cs: Texas Red fluorescence interference in TRb-SRC2 counter-screen; TRb/SRC2 Texas Red total fluorescence interference; Potency, µM (doses to about 106 µM), for the others: at the top dose fluorescence change, negative = quenching; 0.29% of 280,000 active; AID 1479; active = well fitted curve in either direction with a large enough effect; inconclusive = small, poorly fitted or top-dose-only effect; note: % is set by controls: 0 for no effect and ±100 for the full control effect
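Flags fluorescent or light-absorbing compounds by total fluorescence, S + 2P, at 555 nm excitation and 632 nm emission. Mixture: 20 nM Texas Red SRC2 peptide, 0.6 uM human TRb LBD, 1 uM T3, 5% DMSO; compound exposure 5 h at ambient temperature.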
L3MBTL1 inh: L3MBTL1 (human) inhibition; 0.66% of 230,000 active; Potency, µM (doses to about 57.1 µM), for the others: top-dose activity, negative = inhibition, actives largely listed as inhibitors; Q9Y468; AlphaScreen L3MBTL1–H3K9me1 peptide binding; note: % is set by controls: 0 for no effect and ±100 for the full control effect; nearly all actives have a fitted effect of over 60% in size
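Displacement of a biotinylated histone H3(1-15) peptide monomethylated at Lys9 (75 nM) from L3MBTL1 (50 nM) was measured by AlphaScreen after a 30 min room-temperature compound incubation; cefsulodin titration served as intraplate control.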
Tau fluor counter: counter-screen for tau fibril formation inhibitors; 0.93% of 280,000 active; tau K18 P301L Alexa594 fluorescence, heparin fibrillization; Potency, µM (series often up to 57.7 µM), without a hit: top-dose activity change, negative = decrease; note: % is set by controls: 0 for no effect and ±100 for the full control effect; nearly all actives have a fitted effect of over 55% in size
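Human K18 P301L tau (15 uM unlabeled plus 0.24 uM Alexa 594-labeled, final) in 100 mM sodium acetate pH 7 was mixed with compound and 20 uM heparin and incubated 6 hr at 37 C.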
RECQ1 inh: blocks DNA unwinding by human RECQ1; P46063; RECQ1 DNA unwinding, red fluorescence kinetic read; Potency, µM (highest dose often 57.3 µM), for the others: top-dose activity, negative = inhibition, hits mostly inhibitors; 0.54% of 240,000 active; AID 2549;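 note: plate controls were vehicle for no effect and no enzyme for full effect; nearly all actives have a fitted effect of over 30% in size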
Target sequence (P46063 whole entry, looked up): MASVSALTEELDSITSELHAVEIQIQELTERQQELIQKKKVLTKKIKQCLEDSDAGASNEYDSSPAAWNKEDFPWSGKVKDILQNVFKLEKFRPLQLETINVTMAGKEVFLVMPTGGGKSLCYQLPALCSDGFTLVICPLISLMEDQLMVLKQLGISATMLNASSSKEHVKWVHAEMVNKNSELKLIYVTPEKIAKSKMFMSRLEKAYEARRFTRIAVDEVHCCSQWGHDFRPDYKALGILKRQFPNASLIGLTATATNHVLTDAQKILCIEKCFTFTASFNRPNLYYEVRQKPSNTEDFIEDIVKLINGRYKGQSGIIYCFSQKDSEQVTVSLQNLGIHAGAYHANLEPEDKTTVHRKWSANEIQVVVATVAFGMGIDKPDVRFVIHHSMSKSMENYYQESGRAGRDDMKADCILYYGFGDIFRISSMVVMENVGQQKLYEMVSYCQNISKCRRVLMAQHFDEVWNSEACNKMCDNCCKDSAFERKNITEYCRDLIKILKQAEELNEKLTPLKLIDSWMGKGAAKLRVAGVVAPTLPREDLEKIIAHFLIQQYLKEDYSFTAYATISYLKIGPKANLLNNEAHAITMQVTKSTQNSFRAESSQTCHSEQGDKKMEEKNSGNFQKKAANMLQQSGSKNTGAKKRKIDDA
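RECQ1T1 50 nM; forked duplex (20 bp + 30-nt ss tails) 200 nM, ATP 2 mM final; pH 8.0, 2 mM MgCl2, 2.5 ug/ml poly(dI-dC); 15 min compound preincubation; discontinuous kinetic read over 2 h at RT.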
Tau ThT inhib: blocks human tau fibril formation measured by thioflavin T. P10636. AID 1460. recombinant tau K18 P301L (four-repeat tau fragment), heparin-induced fibrillization, ThT fluorescence. 2.1% of 270,000 active. Potency, µM (highest dose often 57.4 µM), for the others: at the highest dose activity, negative = inhibition, actives largely listed as inhibitors; note: % is set by controls: 0 for no effect and ±100 for the full control effect; nearly all actives have a fitted effect of over 55% in size
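Recombinant human tau K18 fragment […] carrying P301L, 15 uM unlabeled plus 0.24 uM Alexa 594-labeled, was fibrillized with 20 uM heparin in 100 mM sodium acetate pH 7 for 6 hr at 37 C; 30 uM ThT fluorescence read after 1 hr.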
HTT cytoprotect: protects HTT-Q103 PC12 cells, measured by ATP. AID 1471. 0.14% of 230,000 active. Potency, µM (top dose mostly 56.4 µM), for inactives: cytoprotection (ATP increase), actives largely listed as activators. PC12 HTT-Q103 induced, cytoprotection, ATP luminescence, 40 h;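 note: % of control where 0% means no effect; nearly all actives have a fitted effect of over 45% in size; toxic huntingtin expression switched on by the ecdysone agonist tebufenozide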
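PC12 cells stably carrying ecdysone-inducible Htt exon 1 (Q103)–GFP were induced with 100 nM tebufenozide (final) alongside library compounds in a dose series. Cytoprotection was scored as retained ATP by ATPlite luminescence.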
Tau FP inhib: inhibitors of human tau fibril formation; Potency, µM (top dose mostly 57.7 µM), without a hit: at the top dose activity, negative = inhibition, actives largely listed as inhibitors; 0.39% of 280,000 active; K18 P301L tau heparin fibrillization, Alexa594 FP, 6 h; AID 1468; P10636; note: % is set by controls: 0 for no effect and ±100 for the full control effect; nearly all actives have a fitted effect of over 55% in size
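Quantitative HTS format: compounds meet 15 uM recombinant K18 P301L tau and Alexa 594-tau tracer in 100 mM sodium acetate pH 7; 20 uM heparin triggers fibrillization at 37 C over 6 hr; FP gives the signal.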
* hit, by the source's call; i = inactive; ? = inconclusive; nt = no result given; [ ] = another dose, or the depositor's remark. Unless noted, calls come from the whole dose curve; as a rule, active = well fitted curve in the direction sought with a large enough effect; inconclusive = small, poorly fitted or top-dose-only effect, or another doubt; inactive = no such curve, though single readings can be large; an effect the other way counts as inactive or inconclusive. Potency is the fitted concentration of half-maximal effect. Not all compounds are listed (hit frequency here may not be typical).

[1] Cc1cc(NC(=O)CN2C(=O)CCSc3ccccc32)no1
[2] Cn1c(SCc2ccc([N+](=O)[O-])cc2)nnc1-c1cccnc1
[3] O=C(Nc1ccc2c(c1)OCO2)Nc1ccc(Cl)cc1Cl
[4] COc1ccc(/C=N/NC(=O)CCn2nc(C)cc2C)cc1O
[5] O=C(CSCc1ccccc1Cl)NCCSc1ccccn1
[6] Cc1cc(C)n2nc(-c3sccc3-n3c(C)ccc3C)cc2n1
[7] O=C(/C=C/c1ccccc1)Nc1ccc(C(=O)N2CCCCC2)cc1
[8] CC(C)Oc1nc(-c2ccccc2O)nc2ccccc12
[9] CCn1c(C)cc(/C=C2\SC(=O)N(CC(=O)Nc3ccc(C)c(C)c3)C2=O)c1C
[10] Cc1csc(NC(=O)c2cc(C)nc3ccccc23)n1

assay / entry	1	2	3	4	5	6	7	8	9	10
TRb-SRC2 inh	6%	-10%	-15%	-3%	8%	-1%	-6%	2%	-10%	-13%
TR SRC2 fluor cs	-1%	-5%	-2%	-2%	-2%	-1%	-1%	-2%	-2%	-3%
L3MBTL1 inh	nt	6%	nt	0%	nt	-13%	-2%	-2%	0%	-3%
Tau fluor counter	2%	2%	?	-12%	-3%	-15%	?	-16%	-29%	-7%
RECQ1 inh	-7%	i	-5%	-5%	-4%	i	-6%	8%	-1%	i
Tau ThT inhib	1%	-5%	?	-13%	-1%	?	-15%	?	-6%	-3%
HTT cytoprotect	6%	nt	-26%	8%[10 µM]	-37%[inhibitor]	-23%	-10%[10 µM]	-4%	-39%[inhibitor]	-17%[10 µM]
Tau FP inhib	1%	-2%	-3%	-2%	8%	-6%	-19%	-14%	1%	4%

[11] Oc1ccc(Cl)cc1C(C#Cc1ccccc1)N1CCOCC1 (stereo unspecified)
[12] CC(=O)Nc1nnc(CSCc2ccccc2F)s1
[13] COc1ccc(S(=O)(=O)Nc2ccccc2OC)cc1C
[14] CCC(=O)N1c2ccc(S(=O)(=O)CCC(=O)N3CCN(c4ccccc4)CC3)cc2CC1C (stereo unspecified)
[15] COCCNC(=O)C(c1cccs1)N(C(=O)Cn1nnc2ccccc21)c1ccccc1 (stereo unspecified)
[16] COC(=O)Cn1c(C2CC(=O)N(c3c(C)cccc3C)C2)nc2ccccc21 (stereo unspecified)
[17] O=C1[C@H]2[C@H]3[C@H](O)[C@H](O)C/C(=N/OC[C@@H](O)COCc4ccco4)[C@@H]3CC[C@@H]2C(=O)N1Cc1ccccc1
[18] O=C(/C=C/c1ccc(Cl)cc1Cl)N(Cc1ccc(Cl)cc1)C1CCS(=O)(=O)C1 (stereo unspecified)
[19] CN(CC(=O)Nc1sc2c(c1C#N)CCCCC2)Cc1nc2ccccc2c(=O)[nH]1
[20] CC(C)(C)OC(=O)N1CCC[C@H]1C(=O)N/N=C/c1ccc2nccnc2c1

assay / entry	11	12	13	14	15	16	17	18	19	20
TRb-SRC2 inh	-1%	0%	1%	-7%	-6%	6%	-2%[11.2 µM]	4%[53 µM]	-4%	0%
TR SRC2 fluor cs	-2%	-5%	-5%	-2%	-3%	2%	-2%[11.2 µM]	0%[53 µM]	-1%	-1%
L3MBTL1 inh	4%	-2%	4%	-5%	4%	nt	nt	5%	11%	2%
Tau fluor counter	?	-12%	-2%	-5%	16%	-2%	-15%[11.6 µM]	-11%	-19%	-12%
RECQ1 inh	-10%	-3%	-1%	2%	-11%	nt	-1%[11.5 µM]	-2%	-10%	-9%
Tau ThT inhib	?	-8%	4%	-13%	12%	-2%	-11%[11.5 µM]	3%	-18%	-11%
HTT cytoprotect	1%[10 µM]	3%[10 µM]	-4%[0.074 µM]	7%	3%[1.9 µM]	nt	-15%[10 µM]	-10%[10 µM]	-43%[inhibitor]	6%[10 µM]
Tau FP inhib	-6%	-5%	-1%	1%	6%	-7%	-3%[11.6 µM]	-1%	6%	-5%

[21] CCn1c(CN2CCN(c3ccc(Cl)cc3)CC2)nc2ccccc21
[22] CCc1c(C)c(C#N)c2nc3ccccc3n2c1Cl
[23] O=C(NCc1ccc2c(c1)OCO2)c1nn2cccnc2c1Cl
[24] Nc1nc2c(s1)CC(c1ccccc1)CC2 (stereo unspecified)
[25] Cc1ccc(NC(=O)CS(=O)CC(=O)N(c2ccccc2)C(C)C(=O)NC2CCCC2)cc1 (stereo unspecified)
[26] COc1ccc(/C=N/NC(=O)CCn2nnc3ccccc32)cc1
[27] O=c1c2c3c(sc2nc(N2CCNCC2)n1CCc1ccccc1)CCCCC3
[28] Cn1cnnc1SCc1ccc(C(=O)O)cc1
[29] CCCc1cc(C(=O)Cc2ccc(F)cc2)c(O)cc1O
[30] CCOC(=O)c1oc2nc(CC(C)C)c3c(c2c1N)CCC3

assay / entry	21	22	23	24	25	26	27	28	29	30
TRb-SRC2 inh	2%	-5%	8%	3%	-1%	-10%	2%	-3%	-20%	-1%
TR SRC2 fluor cs	1%	9%	0%	-4%	0%	2%	-1%	-5%	-1%	-2%
L3MBTL1 inh	-10%	-12%	nt	-5%	3%	-3%	nt	2%	-16%	-3%
Tau fluor counter	-20%	-5%	-2%	?	-5%	-8%	?	1%	?	-12%
RECQ1 inh	-12%	-8%	-2%	i	-15%	-1%	6%	i	-22%	-7%
Tau ThT inhib	?	?	-7%	?	-8%	?	nt	-5%	-5%	-14%
HTT cytoprotect	36%[10 µM]	-6%[1.9 µM]	-5%[0.074 µM]	-28%[10 µM]	8%	-5%[10 µM]	-13%[10 µM]	-9%[10 µM]	7%[10 µM]	-27%
Tau FP inhib	-2%	-13%	-1%	3%	-2%	0%	-5%	-5%	-9%	-11%

Rewritten as labelled records: part of the list above.
#28 Cn1cnnc1SCc1ccc(C(=O)O)cc1
  TRb-SRC2 inh: -3% | TR SRC2 fluor cs: -5% | L3MBTL1 inh: 2% | Tau fluor counter: 1% | RECQ1 inh: i | Tau ThT inhib: -5% | HTT cytoprotect: -9%[10 µM] | Tau FP inhib: -5%
#29 CCCc1cc(C(=O)Cc2ccc(F)cc2)c(O)cc1O
  TRb-SRC2 inh: -20% | TR SRC2 fluor cs: -1% | L3MBTL1 inh: -16% | Tau fluor counter: ? | RECQ1 inh: -22% | Tau ThT inhib: -5% | HTT cytoprotect: 7%[10 µM] | Tau FP inhib: -9%
#30 CCOC(=O)c1oc2nc(CC(C)C)c3c(c2c1N)CCC3
  TRb-SRC2 inh: -1% | TR SRC2 fluor cs: -2% | L3MBTL1 inh: -3% | Tau fluor counter: -12% | RECQ1 inh: -7% | Tau ThT inhib: -14% | HTT cytoprotect: -27% | Tau FP inhib: -11%

(more compounds)
[31] Cc1ccc(S(=O)(=O)N2CCN(C(=O)c3cc(=O)c4ccccc4o3)CC2)cc1
[32] CC(=O)c1ccc(Nc2nc(C)nc3c2oc2ccccc23)cc1
[33] CC12CCC(C(=O)O)(c3nc4cc([N+](=O)[O-])ccc4nc31)C2(C)C (stereo unspecified)
[34] O=C(NCCC1=CCCCC1)C1CCN(c2nc3ccccc3o2)CC1
[35] Cc1ccc(C(=O)Nc2ccc(N3CCN(C)CC3)nc2)cc1
[36] N#C/C(C(=O)NCc1ccccc1)=C1/N=C(NC(=O)c2cccs2)c2ccccc21
[37] COc1cccc(CC2(CO)CCCN(Cc3cn[nH]c3C3CCCCC3)C2)c1 (stereo unspecified)
[38] COC(=O)c1ccccc1NC(=O)c1cc2cc(C)ccc2n1C
[39] Cc1cc(NC(=O)CN(C)C)c([N+](=O)[O-])cc1C
[40] O=C(O)c1cc2nccc(-c3ccc(F)cc3)n2n1

assay / entry	31	32	33	34	35	36	37	38	39	40
TRb-SRC2 inh	-2%	1%	-1%	-2%	3%	5%	-3%	-5%	5%	-11%
TR SRC2 fluor cs	0%	-3%	-3%	-3%	2%	1%	-2%	10%	0%	-1%
L3MBTL1 inh	-10%	5%	-1%	nt	?	-9%	-9%	nt	nt	-3%
Tau fluor counter	2%	7%	-3%	-7%	-6%	?	-4%	?	-3%	1%
RECQ1 inh	0%	-10%	0%	-2%	8%	-7%	-1%	nt	-1%	i
Tau ThT inhib	3%	?	-4%	?	-13%	?	-8%	?	-2%	-2%
HTT cytoprotect	nt	-2%	25%[10 µM]	8%	-10%[10 µM]	13%[10 µM]	16%[10 µM]	nt	19%	-23%
Tau FP inhib	4%	3%	6%	5%	3%	10%	-2%	-15%	-7%	-1%

[41] CCOC(=O)c1cnc(N2CCN(c3ccc(OC)cc3)CC2)c2ccccc12
[42] Cc1cc(C(=O)CSc2nc(N)cc(=O)[nH]2)c(C)n1Cc1ccco1
[43] CC(=O)c1ccccc1OC(=O)COc1ccc(Cl)cc1C
[44] O=C(CSC1=Nc2ccccc2C2=NC(CC(=O)NC3CCCCC3)C(=O)N12)NCc1ccco1 (stereo unspecified)
[45] Cc1csc(SCC(=O)Nc2sccc2C(N)=O)n1
[46] Cc1cc(Oc2ccc(Cl)cc2)nc(SCC(=O)c2ccccc2)n1
[47] Cc1ccc(S(=O)(=O)N2CCCCC2)cc1C(=O)OCC(=O)NC(=O)NC12CC3CC(CC(C3)C1)C2
[48] COc1ccc(-c2csc(NC(=O)c3ccc(S(C)(=O)=O)cc3)n2)cc1
[49] O=C(NCCO)/C(=C\c1ccco1)NC(=O)c1cccs1
[50] COC(=O)c1ccccc1NC(=O)c1c(O)c2c([nH]c1=O)CCCC2

assay / entry	41	42	43	44	45	46	47	48	49	50
TRb-SRC2 inh	-5%	-5%	0%	-20%	-1%	-6%	0%	-6%	4%	-5%
TR SRC2 fluor cs	1%	-1%	-3%	1%	-3%	-1%	-1%	3%	0%	1%
L3MBTL1 inh	nt	nt	3%[11.4 µM]	33%[activator]	-10%	32%[activator]	0%	11%	2%	nt
Tau fluor counter	?	-11%	-12%	-9%	-2%	-15%	-11%	-11%	7%	-9%
RECQ1 inh	nt	-16%	0%	-6%	-3%	4%	-1%	i	-5%	10%
Tau ThT inhib	?	-15%	?	-18%	-5%	-17%	-3%	-7%	-5%	-15%
HTT cytoprotect	nt	3%[10 µM]	-18%	-12%	-24%	-6%[10 µM]	25%[10 µM]	-18%	-19%	-26%
Tau FP inhib	8%	-11%	-1%	?	-4%	-3%	-9%	5%	-2%	-3%
